# Assay outcomes deposited in PubChem by The Scripps Research Institute Molecular Screening Center.
# TbREL1 primary: TbREL1 inhibition, primary screen | P86926 | TbREL1 RNA ligation, FRET fluorescence | inhibition, % at 9.66 µM | hit rate 0.49% among 89,000 | AID 1117264;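 active means inhibition above the mean inhibition across all screened compounds plus 3 SD, cut at about 11% in these data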;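 further: 0% = plate median of test wells and 100% = NSC42067 control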
# Target sequence (P86926 whole entry, looked up): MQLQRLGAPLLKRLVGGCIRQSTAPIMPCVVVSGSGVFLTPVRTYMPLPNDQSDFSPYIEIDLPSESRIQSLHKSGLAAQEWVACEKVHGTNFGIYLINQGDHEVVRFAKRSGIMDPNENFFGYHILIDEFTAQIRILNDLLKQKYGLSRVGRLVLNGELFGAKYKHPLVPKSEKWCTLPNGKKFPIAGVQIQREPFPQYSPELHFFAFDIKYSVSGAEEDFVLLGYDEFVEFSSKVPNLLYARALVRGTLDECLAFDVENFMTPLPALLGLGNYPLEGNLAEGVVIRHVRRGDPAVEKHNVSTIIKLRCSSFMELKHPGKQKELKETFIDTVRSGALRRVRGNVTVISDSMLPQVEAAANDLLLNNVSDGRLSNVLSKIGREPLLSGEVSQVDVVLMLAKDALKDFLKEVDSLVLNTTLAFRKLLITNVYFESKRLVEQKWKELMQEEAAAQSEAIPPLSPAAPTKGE
# * = called active by the depositor.
nr	mol	TbREL1 primary
1	CN(C)CCNC(=O)C(C(=O)c1ccccc1)n1ccccc1=O (stereo unspecified)	-0.3
2	COC(=O)[C@]12C[C@H](CC(=O)N3CCCCC3)C(=O)N(CCc3ccc(OC)c(OC)c3)C1=C[C@H](C(C)C)O[C@@H]2C1CC1	-0.5
3	CCOc1cc(C(=O)N(Cc2ccccc2)c2ccc(C)cc2)ccc1OCC(=O)N1CCOCC1	-0.6
4	CCN(C(=O)CSc1nnc(-c2ccco2)n1C)c1c(N)n(Cc2ccccc2)c(=O)[nH]c1=O	0.5
5	O=C(CCCCl)N1CCc2[nH]c3ccccc3c2C1	-1.6
6	O=C(CSc1n[nH]c(-c2ccncc2)n1)Nc1ccc(Br)cc1	-1.2
7	C[C@H](NC(=O)C1CC(=O)N(c2ccc3c(c2)OCCO3)C1)C(=O)N1CCC(C(=O)O)CC1 (stereo partly specified)	1.5
8	Fc1cccc(CN2CCN(c3ncccn3)CC2)c1	2.2
9	CC(Sc1ccc(Br)cc1)C(N)=O (stereo unspecified)	1.7
10	CCOc1ccc(CN(C)CC(=O)Nc2ccccc2C(=O)NC2CC2)cc1	-1.6
11	COC(=O)c1sccc1NC(=O)Nc1cccc(Cl)c1Cl	0.2
12	O=C(c1cccs1)N1CCN=C1SCc1ccc(F)cc1	-1.6
13	CO[C@H]([C@H](C)/C=C/N(C)C=O)[C@@H](C)C(=O)CC[C@H](C)[C@H](O)[C@H](C)[C@H]1OC(=O)/C=C/C(C)=C/C[C@H](O)C[C@@H]2C=CC[C@@H](C[C@H](OC)[C@@]3(CO3)[C@@H](OC)C[C@@H](OC)[C@@H]1C)O2	-0.6
14	CCC(Cc1ccccc1)NC(=O)C1CCC(CNc2c(N3CCCC3)c(=O)c2=O)CC1 (stereo unspecified)	-5.8
15	CC(NC(=O)c1ccco1)C(=O)NC(C)c1cc(F)c(Cl)cc1Cl (stereo unspecified)	8.9
16	CCCCn1c(N)c(N(CCOC)C(=O)COC(=O)COc2c(C)cccc2C)c(=O)[nH]c1=O	8.2
17	C/C(=C1/SC(N2CCOCC2)=NC1=O)c1ccc(Br)cc1	1.3
18	O=C(NN1C(=O)CSC1=S)C(=O)NN1C(=O)CSC1=S	38.0*
19	Cc1ccc2nc(SCC(=O)N3c4ccccc4CC3C)c(C)cc2c1 (stereo unspecified)	3.0
20	COc1cccc(NC(=O)c2ccccc2-c2ccccc2)c1	1.4
21	CCCOc1ccc2c3c(c(=O)oc2c1)CCCC3	5.7
22	Cc1ccccc1CN1CCCCC(NC(=O)Nc2ccccc2F)C1=O (stereo unspecified)	0.7
23	CCCCN1CC(N2CCN(C3CCN(C)CC3)CC2)CS1(=O)=O (stereo unspecified)	4.0
24	CC(N=C1NS(=O)(=O)c2ccccc21)C(=O)NCc1ccc2c(c1)OCO2 (stereo unspecified)	1.4
25	CCSc1nnc(Cn2c(=O)sc3ccccc32)n1-c1ccccc1C	-2.4
26	O=C(NCc1ccccn1)Nc1cc(Cl)cc(Cl)c1	4.5
27	CC[C@@H]1Cc2[nH][nH]c(=O)c2[C@@H](c2ccc(Cl)cc2)O1	-6.8
28	CCCCn1c(SCC2CCCO2)nc2cc(S(N)(=O)=O)ccc21 (stereo unspecified)	2.0
29	Cc1ccccc1CN1C(=O)CSc2ccc(C(=O)N3CCOCC3)cc21	3.0
30	Cc1ccc(C(=O)OC(C)C(=O)NC2CCCCC2C)cc1S(=O)(=O)N1CCCCC1 (stereo unspecified)	-1.4
31	Cc1c(NC(=O)C(=O)/C=C(\O)c2ccc(Br)cc2)c(=O)n(-c2ccccc2)n1C	-3.9
32	COC(=O)c1ccc(Nc2nnc(-c3ccc(C)c(S(=O)(=O)NCC4CCCO4)c3)c3ccccc23)cc1 (stereo unspecified)	-3.6
33	Cc1cccc(Nc2nc(N)c([N+](=O)[O-])c(N3CCC(C)CC3)n2)c1	8.3
34	CSCCC(c1nnnn1C(C)(C)C)N1CCN(C/C=C/c2ccccc2)CC1 (stereo unspecified)	2.7
35	O=[N+]([O-])c1ccc(C[n+]2cccc3ccccc32)cc1	-2.5
36	COc1ccccc1CN(CC(=O)NCc1ccc(F)cc1)C(=O)c1csnn1	2.6
37	COC(=O)[C@H](CCSC)NC(=O)Nc1ccc(OC)cc1OC	6.4
38	CCn1ncc(Br)c1C(=O)Nc1ncc(C)s1	7.0
39	CN(C)c1ccc(P(=O)(COc2ccc([N+](=O)[O-])cc2)c2ccc(N(C)C)cc2)cc1	0.3
40	C=CCn1c(=O)/c(=C/c2ccc(C)o2)s/c1=C(/C#N)C(=O)c1ccccc1	-0.6
41	CCOc1ccc(C(=O)NCc2ccncc2)cc1OCC	-0.4
42	CN(c1ccccc1)S(=O)(=O)c1cccc(C(=O)NNC(=O)c2ccncc2)c1	-0.9
43	CC(C)c1ccc(NC(=O)C(c2ccccc2)N(C)C(=O)c2cnccn2)cc1 (stereo unspecified)	-0.6
44	O=C(O)C1C(c2ccccc2)C(C(=O)OCc2ccco2)C1c1ccccc1 (stereo unspecified)	0.7
45	O=C(Nc1ccc(N2CCN(Cc3ccccc3)CC2)cc1)c1ncn[nH]1	-3.3
46	CC1(C(=O)NC2CCCC2)CCC(=O)N1Cc1ccccc1 (stereo unspecified)	-0.9
47	Cc1ccc(-c2csc3nnc(SCC(=O)N4CCN(Cc5ccccc5)CC4)n23)cc1	-4.2
48	CC(C)NC(=O)NC(=O)CSc1ccccc1F	5.2
49	COc1cccc(/C=C2\SC(=S)N(NC(=O)c3ccncc3)C2=O)c1	-1.8
50	CCN1CCN(C(=O)CCS(=O)(=O)c2cc3c(cc2Cl)NC(=O)CO3)CC1	-0.4
51	Cc1cccc(C(=O)OCC(=O)NCCCc2ccccc2)c1	-3.9
52	O=C(CCc1nc2ccccc2[nH]1)N1CCc2ccccc2C1	1.7
53	CCOC(=O)c1ccc(NC(=S)N2CCCC(C(=O)OCC)C2)cc1 (stereo unspecified)	-4.2
54	O=C(C(NS(=O)(=O)c1cccs1)c1ccccc1)N1CCN(c2ccccc2F)CC1 (stereo unspecified)	0.8
55	Cc1[nH]c(=O)[nH]c(=O)c1CSc1nnc(CCCCCNC(=O)OC(C)(C)C)o1	5.2
56	CN1OC[C@@H]2CN(Cc3ccc(Cl)cc3)[C@H](c3cccc(Br)c3)C[C@@H]21	2.2
57	COc1ccc(-n2c(Cc3cc(=O)[nH]c(=O)[nH]3)nnc2SCC(=O)Nc2ccccc2)cc1	-2.3
58	O=C(O)c1ccc(-c2nnc(-c3cccc(Br)c3)o2)cc1	0.9
59	C=CCN1[C@@H](C)[C@@H](c2ccccc2)Oc2c(Cl)cccc2S1(=O)=O	6.4
60	CCOc1cc(C)c(S(=O)(=O)NC2CCCCC2)cc1C	0.4

# Retrieved by compound from above (five):
nr	mol	TbREL1 primary
49	COc1cccc(/C=C2\SC(=S)N(NC(=O)c3ccncc3)C2=O)c1	-1.8
48	CC(C)NC(=O)NC(=O)CSc1ccccc1F	5.2
53	CCOC(=O)c1ccc(NC(=S)N2CCCC(C(=O)OCC)C2)cc1 (stereo unspecified)	-4.2
54	O=C(C(NS(=O)(=O)c1cccs1)c1ccccc1)N1CCN(c2ccccc2F)CC1 (stereo unspecified)	0.8
55	Cc1[nH]c(=O)[nH]c(=O)c1CSc1nnc(CCCCCNC(=O)OC(C)(C)C)o1	5.2

# Going on with the list:
nr	mol	TbREL1 primary
61	COCCN1Cc2cc3cc(C)ccc3nc2SC1=Nc1cccc(OC)c1	4.3
62	O=C(NCc1ccco1)C(c1ccccc1)N(CC1CCCO1)C(=O)Cn1nnc2ccccc21 (stereo unspecified)	-2.0
63	CCn1c(C)csc1=NC(=O)c1ccccc1	2.1
64	Nc1c(Cl)cc(-c2csc(N3CCCC3c3nc4cc(Cl)c(N5CCCCC5)cc4n3CCCO)n2)cc1Cl (stereo unspecified)	-5.0
65	CC(C)(C)OC(=O)NCc1ccc(NC(=O)c2nc[nH]c2C(=O)NCCCCCCNC(=O)c2[nH]cnc2C(=O)Nc2ccc(CNC(=O)OC(C)(C)C)cc2)cc1	1.1
66	CN(NC1CC(=O)N(c2ccccc2)C1=O)c1ccccc1 (stereo unspecified)	0.4
67	CCn1c(/C=C/Nc2ccccc2)[n+](CC)c2cc(Cl)c(Cl)cc21	-1.6
68	CN1CCN(C(=O)C2=C[C@@H](c3coc4ccccc4c3=O)C[C@@H](OCc3ccc(CO)cc3)O2)CC1	-1.8
69	COc1cc(OC)cc(C(=O)Nc2nnc(SCC(=O)NCC3CCCO3)s2)c1 (stereo unspecified)	1.2
70	Clc1ccc(-n2c(SCc3cccc4ccccc34)nnc2-c2cccnc2)cc1	-2.2
71	CN1C[C@@H]2[C@@H]3C(=O)N(C)C(=O)[C@@H]3[C@](Cc3ccccc3)(C1=O)N2C(=O)c1ccc(Cl)cc1	0.5
72	COc1ccc(Br)c2oc(S)cc(=O)c12	-1.1
73	Fc1ccc(Nc2ncnc3sc4c(c23)CCC4)cc1F	2.1
74	Cc1cccc(C)c1NC(=O)C1(C)CCC(=O)N1CCOc1ccccc1 (stereo unspecified)	-0.9
75	CCOC(=O)c1c(NC(=O)CN2C(=O)C(=O)N(C(C)C)C2=O)sc(C)c1CC	-1.6
76	COc1ccccc1NC(=S)NC1CCCCCC1	-5.5
77	CC(C)(C)c1ccc(C(=O)NCCCNC(=O)c2ccco2)cc1	-4.2
78	Cc1ccnc(NC(=O)c2ccc3c(c2)OCO3)c1	1.8
79	CN1/C(=C\C=[N+](C)c2ccccc2)C(C)(C)c2ccccc21	-4.4
80	Nc1cc(=O)nc(SCC(=O)N2CCN(c3ccccc3)CC2)n1-c1ccccc1	-5.5
81	O=C1c2ccccc2C(=O)N1c1nccs1	9.3
82	Cc1ccc(S(=O)(=O)N2CCOCC2)cc1C(=O)N1CCCC1	3.0
83	COC(=O)c1cccc(N(C(=O)CNC(=O)c2cccs2)C(C(=O)NCC2CCCO2)c2ccc(OC)c(OC)c2)c1 (stereo unspecified)	2.9
84	CCOC(=O)CSc1ncc(OC)c(Sc2ccc(OC)cc2)n1	-3.3
85	Cc1c(Cl)c([N+](=O)[O-])nn1CCCC(=O)NC(C)c1ccccc1 (stereo unspecified)	-0.5
86	COC(=O)c1ccc(NC(=S)N2CCN(Cc3cccc(C)c3)CC2)cc1	-4.7
87	CC(C)CC1c2[nH]c3ccccc3c2CCN1C(=O)CCC(=O)N(C)C (stereo unspecified)	-6.8
88	COC(=O)C1CCC(CNC(=O)C(Cc2ccc3c(c2)OCO3)NC(C)=O)CC1 (stereo unspecified)	3.6
89	Cc1occc1C(=O)N1CCN(S(C)(=O)=O)CC1	-1.1
90	CCOC(=O)c1c(N)sc2c(NC(C)=O)cccc12	1.4
91	COC(=O)[C@@H]1C[C@H]2CC[C@H](O)C[C@H]2N1Cc1ccc(C)s1	-0.4
92	CC(=O)N1CC(C)c2scc(C)[n+]2-c2ccccc21 (stereo unspecified)	5.3
93	Cc1cc(=O)[nH]c(N/N=C/c2ccc(OC(=O)c3cccnc3)cc2)n1	4.2
94	Cc1ccccc1OCC(=O)NC(=S)Nc1cccc2cc(O)ccc12	-1.1
95	CC1CCCC(C)N1C(=O)c1ccc2c(c1)S(=O)(=O)c1ccccc1C2=O (stereo unspecified)	1.0
96	COC(=O)c1ccc(COC(=O)[C@@H]2CC(O)CN2S(=O)(=O)c2ccccc2[N+](=O)[O-])cc1 (stereo partly specified)	-1.5
97	CC(OC(=O)CCCN=C1NS(=O)(=O)c2ccccc21)C(=O)N(C)c1ccccc1 (stereo unspecified)	-4.7
98	COc1ccc(S(=O)(=O)Nc2c(NC3CCCCC3)c3ccccc3oc2=O)cc1	-2.9
99	COc1ccc(NC(=O)CSc2nncs2)cc1S(=O)(=O)N1CCCCC1	4.5
100	O=C1NC[C@H](Cc2ccccc2)N(CC2CCN(CCC34CC5CC(CC(C5)C3)C4)CC2)C1=O	2.6
101	Cc1cccc(N2CCN(Cc3ccc([N+](=O)[O-])o3)CC2)c1C	0.0
102	Cc1cc(C(=O)COc2ccccc2C(N)=O)c(C)n1C	-1.0
103	O=C(CCNS(=O)(=O)c1cccc(C(F)(F)F)c1)NCc1ccco1	-1.5
104	Nc1ccc(S(=O)(=O)Nc2nccs2)cc1	-2.1
105	Cc1ccc(S(=O)(=O)N2CCOCC2)cc1NC(=O)c1cc2c(s1)CCC2	-1.1
106	CN(c1ccccc1)S(=O)(=O)c1ccc(C(=O)NCc2cccs2)cc1	7.8
107	CCCC(=O)N1CCC1(C)C(=O)Nc1ccc2c(c1)OCCO2 (stereo unspecified)	5.1
108	COc1ccc(NC(=O)CN(C)C(=O)CCc2ccccc2)cc1	-1.5
109	O=C(CCn1c(=O)c2ccccc2n(CC(=O)N2CCN(c3ccccc3)CC2)c1=O)NCc1ccco1	-4.4
110	Cc1ccccc1NC(=O)c1csc2c1CCCC2	2.2
111	O=C(CN1CCOc2ccccc21)NC1CCN(Cc2ccccc2)CC1	-2.4
112	Cc1nc2ccccc2nc(C)c1=NO	-0.8
113	O=C(NCc1ccc(Cl)c(Cl)c1)c1cc(C2CCCCN2C(=O)C2CCCCC2)on1 (stereo unspecified)	-2.6
114	CCOc1ccccc1NC(=O)NNC(=O)c1ccc2ccccc2c1	-3.9
115	CC(C)C(OC(=O)CCC(=O)Nc1nccs1)C(=O)NC1CCCCC1 (stereo unspecified)	3.9
116	COC(=O)c1cn(NC(=O)Cc2ccc(Cl)cc2)c(=O)c2ccccc12	6.9
117	Cc1cc(NC(=O)COC(=O)c2cccc(S(=O)(=O)N(C)C3CCCCC3)c2)no1	-2.9
118	O=C(O)c1cc([N+](=O)[O-])ccc1C(=O)Nc1ccccc1	6.0
119	O=C(CN(Cc1ccc(F)cc1)C(=O)CCC(=O)Nc1nccs1)NCc1ccccc1	-3.0
120	Cc1ccc(C(=O)Nc2cccc(C(=O)N3CCOCC3)c2)cc1	-2.4

# (list continues)
nr	mol	TbREL1 primary
121	O=C(NC1CC1)c1cccc(NC(=O)c2cc(S(=O)(=O)N3CCOCC3)ccc2Cl)c1	1.4
122	COc1ccc(S(=O)(=O)Nc2ccc3c(c2)C(=O)N([C@H](C)CO)C[C@H](C)[C@@H](CN(C)C(=O)NC2CCCCC2)O3)cc1	-3.1
123	CSc1ncccc1C(=O)NC1CCCc2c1cnn2-c1ccc(C)c(C)c1 (stereo unspecified)	-5.1
124	COc1ccccc1C1CCN(C(=O)c2cnn(-c3ccccc3)c2C)CC1	0.6

# These rows are one share of the data, so the mix of outcomes need not match the whole.
